# human PMI inhibitors – human PMI inhibitors, high substrate, primary screen, biochemical, fluorescence intensity, high mannose 6-phosphate (AID 1220). recombinant PMI enzyme, coupled fluorescence intensity; higher % means a stronger effect. inhibition, % at 20 µM; hits with a dose series show IC50 in µM. 190,000 compounds, 0.66% hits
# Siah-1 displacement – Siah-1 peptide-binding antagonists, primary screen, biochemical, fluorescence polarization, rhodamine-plectin, uHTS (AID 1817); E3 ubiquitin-protein ligase SIAH1 (Homo sapiens); one-dose displacement, % at 20 µM; IC50 in µM for titrated hits; Siah-1 / rhodamine-plectin peptide fluorescence polarization; higher % means a stronger effect; 290,000 compounds, 0.02% hits;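 active means displacement of at least 50% at 20 µM, with a fluorescence ratio check between 0.3 and a set limit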;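 further: plate controls were Siah plus tracer with DMSO for no effect and tracer alone without Siah for full effect; strong numbers were not always called active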
# RSV CPE inhibition – RSV antiviral activity via CPE protection, HEp-2 cells, primary 10 µM value included (AID 2391) | 310,000 compounds, 0.13% hits | HEp-2 cells, RSV-induced CPE inhibition; higher % means a stronger effect | CPE inhibition, % at 10 µM, or IC50 in µM where a hit was titrated; in the data active means a potency from the dose series; inconclusive means CPE inhibition mostly from about 23% at the one dose, without a potency; inactive means the rest, 99 in 100 with CPE inhibition below about 21%; further: strong numbers were not always called active
# human PMI inhibition – inhibitors of human PMI, primary screen, biochemical, fluorescence intensity, coupled assay (AID 1209) | Mannose-6-phosphate isomerase (Homo sapiens) | purified PMI enzyme, coupled fluorescence intensity; higher % means a stronger effect | one-dose inhibition, % at 20 µM; IC50 in µM for titrated hits | 190,000 compounds, 0.42% hits;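 further: plate controls were DMSO vehicle for no effect and wells lacking substrate for full effect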
# XIAP antagonists – XIAP antagonists, biochemical, IAP family, fluorescence polarization (AID 1018); E3 ubiquitin-protein ligase XIAP (Homo sapiens); XIAP BIR domain, fluorescence polarization peptide displacement; higher % means a stronger effect; displacement, % at 20 µM; hits with a dose series show IC50 in µM; 200,000 compounds, 0.007% hits; in the data active means displacement above about 50%; further: a part of the inactive calls stands beside numbers as strong as those of hits
# Salmonella PhoP GFP – inhibitors of PhoP regulon expression, primary screen, Salmonella Typhimurium, GFP reporter (AID 1863); one-dose inhibition, % at 50 µM; IC50 in µM for titrated hits; 300,000 compounds, 0.16% hits; S. Typhimurium PhoP-regulated promoter GFP reporter, 4 h; higher % means a stronger effect;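 active means inhibition over 29.93%, a cutoff 3 SD above the screen mean, later confirmed by dose response; inconclusive means inhibition over 29.93% but no dose response follow-up; inactive means inhibition at most 29.93% or unconfirmed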;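 further: 0% = low Mg2+ inducing control and 100% = high Mg2+ repressing control; strong numbers were not always called active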
# TNAP activation fold – human TNAP enzyme activators, primary screen, biochemical, luminescent, no phosphate acceptor, uHTS (AID 1001) | Alkaline phosphatase, tissue-nonspecific isozyme (Homo sapiens) | purified TNAP, luminescent activation assay, no phosphate acceptor; higher activation fold means a stronger effect | one-dose activation fold at 20 µM; EC50 in µM for titrated hits | 200,000 compounds, 0.03% hits; in the data active means activation fold from about 3, or a potency from the dose series; inactive means the rest, 99 in 100 with activation fold below about 1.6; further: many of its hits are not listed in these tables
# Myeloid diff MLP – induction of myeloid progenitor differentiation, primary screen, cell-based, flow cytometry, MLPCN library | AID 624256, 2012 | calls only at 10 µM | ER-HoxA9 myeloid progenitors, lysozyme-GFP differentiation | 360,000 compounds, 1% hits;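 active means normalized GFP-positive differentiation at or above the plate's own cutoff, the solvent-only control mean plus 3 SD; inconclusive means no clear call, values can overlap the other calls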;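 further: cells exposed to compound for four days before flow analysis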
# WT yeast gro inh – growth inhibition of WT strain, primary screen, mitochondrial fusion inhibitor project, WT and mutant strains, chemical genetic. mitochondrial fusion phenotypic screen. 190,000 compounds, 2.1% hits. AID 1362, 2008. inhibition, % at 10 µM; in the data active means inhibition above about 58%; tested in S. cerevisiae
# WT yeast gro inh mutant strain – also measured in WT yeast gro inh; calls as there; inhibition, %; mitochondrial fusion phenotypic screen, mutant strain inhibition
# Myeloid diff MLP GFP+ MAC1+ % – recorded beside Myeloid diff MLP, whose call it bears; GFP+ MAC1+ double positive, %; measured here: differentiation confirmed by MAC1 staining
# Starred values were filed as active, the others as inactive; i = inactive; ? = inconclusive; . = no result given; + = active, no number. Unless noted, no stated cut-off is given here; in the data, active means inhibition above about 50%; inactive means the rest.
SMILES,human PMI inhibitors,Siah-1 displacement,RSV CPE inhibition,human PMI inhibition,XIAP antagonists,Salmonella PhoP GFP,TNAP activation fold,Myeloid diff MLP,Myeloid diff MLP GFP+ MAC1+ %,WT yeast gro inh,WT yeast gro inh mutant strain
Cc1cc(C)n2nc(C(=O)N/N=C/c3c4ccccc4cc4ccccc34)nc2n1,3%,6%,3.0%,7%,-3.6%,-10%,1.1,?,.,-10,-42
O=[N+]([O-])c1ccc(N/N=C2/CCCCC2c2ccccn2)cc1 (stereo unspecified),-10%,-2%,.,2%,-6.0%,14%,1,i,0.2,74*,65*
N#Cc1c(NC(=O)c2cnccn2)sc2c1CCCC2,24%,-2%,2.2%,18%,-4.5%,40%,1.1,i,1.3,5,-4
CC(C)OCCCNC(=O)c1ccc(NS(C)(=O)=O)cc1,3%,-1%,0.2%,5%,39%,0%,1.1,i,3.1,8,-12
Cc1ccn2cc(C(=O)Nc3ccc4c(c3)OCCO4)nc2c1,9%,1%,5.6%,4%,-3.8%,2%,1.1,i,8.5,5,1
O=C(NCc1ccc2c(c1)OCO2)C12CN(Cc3ccccc3)CC1C(c1cccc([N+](=O)[O-])c1)=NO2 (stereo unspecified),7%,-6%,1.1%,12%,-5.8%,13%,1,i,2.0,-8,-5
O=C1CN(C(=O)CN2CCCC2)C(c2ccccc2)c2cc(Br)ccc2N1 (stereo unspecified),6%,-8%,2.1%,10%,-4.8%,-9%,1.1,i,0.4,0,14
Cc1ccc(C2=NOC(=O)/C2=C\c2ccc(C)o2)cc1,.,-4%,2.8%,.,.,-6%,.,i,0.2,.,.
COc1cc(NS(=O)(=O)c2ccc(N/C=C\C(=O)c3ccc(F)cc3)cc2)nc(OC)n1,-4%,4%,2.2%,-3%,0.4%,-16%,1,i,1.1,2,2
COc1cccc(C2/C(=C(\O)c3ccc(OC)c(OC)c3)C(=O)C(=O)N2c2cc(C)on2)c1 (stereo unspecified),-10%,1%,1.6%,-16%,-1.3%,-14%,1.1,i,0.7,-5,1
COc1ccc(CCNC(=O)c2cc3c(=O)n4ccccc4nc3n(CC3CCCO3)c2=N)cc1OC (stereo unspecified),.,-8%,-0.8%,.,.,6%,.,i,2.4,.,.
COc1ccc(CCC(=O)Nc2ncc(C)s2)cc1OC,.,26%,3.2%,.,.,0%,.,i,0.3,.,.
COc1cccc(Nc2ncnc3sccc23)c1,.,-6%,11%,.,.,17%,.,+,5.7*,.,.
COC(=O)/C=C1\S/C(=N/N=C/c2ccccc2)NC1=O,8%,3%,1.2%,9%,-4.6%,-7%,1,i,0.3,1,-16
C#CCOCCOCCOCCNc1nc(N2CCN(C(=O)[C@H](C(C)C)n3cc(CCO)nn3)CC2)nc(N2CCN(C(=O)[C@H](C(C)C)n3cc(CCO)nn3)CC2)n1,-43%,-1%,1.4%,-33%,-4.2%,2%,1,i,0.5,-16,3

# Just Myeloid diff MLP and Siah-1 displacement, for some of the entries so far:
Molecule | Myeloid diff MLP | Siah-1 displacement
Cc1cc(C)n2nc(C(=O)N/N=C/c3c4ccccc4cc4ccccc34)nc2n1 | ? | 6%
O=[N+]([O-])c1ccc(N/N=C2/CCCCC2c2ccccn2)cc1 (stereo unspecified) | i | -2%

# The list goes on:
SMILES,human PMI inhibitors,Siah-1 displacement,RSV CPE inhibition,human PMI inhibition,XIAP antagonists,Salmonella PhoP GFP,TNAP activation fold,Myeloid diff MLP,Myeloid diff MLP GFP+ MAC1+ %,WT yeast gro inh,WT yeast gro inh mutant strain
Cc1cc(-c2ccccc2)[nH]c(=O)c1C#N,-1%,-2%,-1.4%,-4%,-3.4%,-1%,1.1,i,0.2,-16,-14
CCCCN(C)C(=O)CNC(=O)c1nn(-c2ccc(OC)cc2OC)c(=O)c2ccccc12,.,7%,1.4%,.,.,1%,.,i,0.7,.,.
CCN1/C(=C2\SC(=S)N(Cc3ccccc3)C2=O)Sc2ccccc21,-4%,8%,8.3%,10%,-6.7%,-10%,1,i,0.0,1,-15
Cc1cc(C)c(NC(=O)CSc2nnc(CN3CCOCC3)n2C)c(C)c1,.,-3%,0.1%,.,.,4%,.,i,1.9,.,.
Cc1csc(NC(=O)CSCC(=O)Nc2ccccc2)n1,-2%,2%,1.2%,5%,-3.2%,-1%,1.1,i,0.0,5,18
CCOC(=O)CSC1=C(C#N)C(c2sccc2C)CC(=O)N1 (stereo unspecified),0%,4%,4.4%,-2%,-1.2%,-2%,1.1,.,.,-7,4
Cc1c(C(=O)Nc2ccccc2C(=O)N2CCOCC2)cccc1[N+](=O)[O-],-5%,-6%,0.5%,-2%,-6.8%,-17%,1,i,0.5,-11,-10
CC1(C)Cc2c(c(N3CCOCC3)nc3sc4c(NCCN5CCOCC5)nnnc4c23)CS1,.,-2%,-1.8%,.,.,-3%,.,i,0.3,.,.
CCOc1cc(NC(=O)C2CCCCC2)c(OCC)cc1NC(=O)c1ccccn1,-2%,1%,4.1%,-4%,-9.4%,-7%,1,i,0.4,1,-14
COc1ccc(S(=O)(=O)NCc2ccncc2)cc1OC,6%,2%,-1.7%,-8%,-1.6%,1%,1.1,i,1.4,-7,2
O=C(c1ccccc1)c1ccc(N2CCOCC2)c(F)c1,0%,3%,3.3%,7%,-1.3%,2%,1.1,i,6.5,14,1
CC(=O)Nc1ccc(NC(=O)/C=C/c2ccccc2)cc1,1%,21%,1.9%,2%,-3.3%,0%,1,i,0.4,-6,-7
Fc1ccc(Cn2nnc3ccccc32)cc1,.,-3%,0.9%,.,.,9%,.,i,0.4,.,.
Cc1ccc(Cl)c2c1NC(=O)C2(O)CC(=O)c1ccccc1O (stereo unspecified),10%,4%,3.4%,-1%,-3.2%,-3%,1.1,i,1.3,2,2
O=C(Cc1ccccc1[N+](=O)[O-])N1CCOCC1,.,-4%,0.7%,.,.,-1%,.,i,0.8,.,.

# Structural class, the compounds so far containing a halogen.
SMILES,human PMI inhibitors,Siah-1 displacement,RSV CPE inhibition,human PMI inhibition,XIAP antagonists,Salmonella PhoP GFP,TNAP activation fold,Myeloid diff MLP,Myeloid diff MLP GFP+ MAC1+ %,WT yeast gro inh,WT yeast gro inh mutant strain
O=C1CN(C(=O)CN2CCCC2)C(c2ccccc2)c2cc(Br)ccc2N1 (stereo unspecified),6%,-8%,2.1%,10%,-4.8%,-9%,1.1,i,0.4,0,14
COc1cc(NS(=O)(=O)c2ccc(N/C=C\C(=O)c3ccc(F)cc3)cc2)nc(OC)n1,-4%,4%,2.2%,-3%,0.4%,-16%,1,i,1.1,2,2
O=C(c1ccccc1)c1ccc(N2CCOCC2)c(F)c1,0%,3%,3.3%,7%,-1.3%,2%,1.1,i,6.5,14,1
Fc1ccc(Cn2nnc3ccccc32)cc1,.,-3%,0.9%,.,.,9%,.,i,0.4,.,.
Cc1ccc(Cl)c2c1NC(=O)C2(O)CC(=O)c1ccccc1O (stereo unspecified),10%,4%,3.4%,-1%,-3.2%,-3%,1.1,i,1.3,2,2

# Carrying on.
SMILES,human PMI inhibitors,Siah-1 displacement,RSV CPE inhibition,human PMI inhibition,XIAP antagonists,Salmonella PhoP GFP,TNAP activation fold,Myeloid diff MLP,Myeloid diff MLP GFP+ MAC1+ %,WT yeast gro inh,WT yeast gro inh mutant strain
Cc1cccc(-n2ccnc2CN2CCN(C3CCCC3)C(CCO)C2)c1 (stereo unspecified),15%,1%,-1.7%,14%,-3.2%,6%,1.1,i,0.3,1,12
CC[N+](CC)(CC)C/C(N)=N/O,4%,4%,1.5%,-12%,-3.5%,-9%,1.1,i,1.4,8,12
CC(C)CNC(CC(=O)O)c1ccccc1 (stereo unspecified),-10%,6%,1.6%,-2%,-6.0%,2%,1.1,i,0.3,-9,4
Cc1[nH]n(-c2ccccc2)c(=O)c1C(C[N+](=O)[O-])c1ccc(Br)cc1 (stereo unspecified),26%,0%,5.0%,32%,-1.2%,22%,1,?,.,28,44
COc1ccc(C(=O)NCCNc2nc3ccc(C)cc3cc2C#N)cc1OC,.,-3%,14%,.,.,0%,.,i,0.3,.,.
COc1ccc(S(=O)(=O)N2CCCCCC2)cc1NC(=O)c1c2c(nc3ccccc13)CCN(Cc1ccccc1)C2,-2%,-1%,14%,14%,-48%,5%,1.2,i,0.0,-9,-14
O=C(NCCNc1ccc(Cl)cc1[N+](=O)[O-])c1cccnc1,-3%,14%,0.9%,0%,-2.3%,5%,1,i,0.2,-4,5
CCOC(=O)CP(=O)(c1ccccc1)c1ccccc1,-4%,3%,0.2%,-4%,-5.4%,-3%,1.1,i,2.4,20,10
CC1CCN(C(c2cc3cc4c(cc3[nH]c2=O)OCO4)c2nnnn2CC2CCCO2)CC1 (stereo unspecified),5%,-2%,0.1%,-3%,-1.7%,36%,1.2,i,4.6,-9,4
O=C1C2CCCN2C(c2ccccc2F)N1c1cccc(Cl)c1 (stereo unspecified),15%,2%,0.4%,14%,-22%,17%,1.1,i,1.0,7,1
NS(=O)(=O)c1cccc(NC(=O)C(Cc2ccccc2)NC(=O)c2ccccc2)c1 (stereo unspecified),.,-1%,0.1%,.,.,10%,.,i,1.0,.,.
CCOC(=O)c1c(C)[nH]c(C(=O)COC(=O)CNC(=O)c2ccc(Cl)cc2)c1C,1%,2%,8.6%,6%,-17%,-6%,1.1,i,0.8,8,2
Cc1nc(SCC(=O)O)n[nH]1,.,2%,5.8%,.,.,-5%,.,i,0.4,.,.
Cc1ccccc1Cn1cnc2c([N+](=O)[O-])c(C)c(C)cc21,5%,3%,?,14%,-1.3%,-4%,1.1,i,2.6,15,3
Oc1cc(Cc2ccccc2)cnc1CN1CCOCC1,25%,3%,0.3%,0%,1.5%,8%,1.1,i,0.8,-5,-4
COC(=O)c1[nH]c2cccc(OC)c2c1NC(=O)CN1CCN(c2cccc(OC)c2)C(C)C1 (stereo unspecified),12%,2%,15%,12%,0.0%,-1%,1,i,2.8,4,-5
COc1ccc(-c2csc(N(CC(C)C)C(=O)c3ccco3)n2)cc1,.,-5%,8.1%,.,.,12%,.,i,0.1,.,.
COc1cccc(/C(=N/O)C2CC2c2ccc(Cl)cc2)c1 (stereo unspecified),40%,2%,2.4%,21%,-4.8%,0%,1.1,i,0.3,51,-2
COCCCNc1nc2c(c(=O)[nH]c(=O)n2C)n1CCCc1ccccc1,7%,2%,1.3%,6%,0.4%,-6%,1.1,i,0.8,-9,8
COc1ccc(NC(=S)N/N=C/c2ccc(F)cc2)cc1OC,8%,0%,1.8%,4%,-9.2%,-2%,1.2,i,0.1,8,0
CCC(NC(=O)NNC(N)=S)(C(F)(F)F)C(F)(F)F,.,-3%,0.8%,.,.,0%,.,i,0.4,.,.

# Compound activity: PubChem BioAssay, several laboratories
